Pol kappa inh = qHTS for Inhibitors of Polymerase Kappa; purified Pol kappa, fluorescent DNA synthesis assay, 10 min; Potency, µM (top dose mostly 107 µM), for the others: top-dose activity, negative = inhibition, actives largely listed as inhibitors; DNA polymerase kappa (Homo sapiens), Q9UBT6; AID 588579, 2011; 400,000 compounds, 0.53% hits; further: potency means the concentration at half of the fitted maximal effect; on the % scale 0 is the no-effect control and ±100 the full control effect
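50 nM final substrate added after 15 min RT preincubation of 10 nM Pol kappa with compound; fluorescence read at 0 and 10 min.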
RGS4 inhibitor = Inhibitors of Regulator of G Protein Signaling (RGS) 4: qHTS | Potency, µM (doses to about 114 µM), without a hit: top-dose activity change, negative = inhibition, hits mostly inhibitors | Regulator of G-protein signaling 4 (Homo sapiens), P49798 | 390,000 compounds, 0.039% hits | Transcreener GDP fluorescence polarization, RGS4-accelerated GTP hydrolysis; further: potency means the concentration at half of the fitted maximal effect; on the % scale 0 is the no-effect control and ±100 the full control effect; nearly all actives have a fitted effect of over 75% in size; some results filed as inactive show a strong effect at the top dose
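MLSMR compounds (23 nl, pin-transferred) preincubated 10 min at room temperature with a 500nM (2x) first reagent, then RGS4 at 900nM (2x) plus Transcreener GDP mix added; fluorescence polarization (620/688 nm) read before and after 90 min at 30 °C.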
APE1 inh = qHTS Assay for Inhibitors of the Human Apurinic/apyrimidinic Endonuclease 1 (APE1); DNA repair nuclease/redox regulator APEX1 (Homo sapiens), P27695; recombinant APE1, TAMRA/BHQ-2 abasic DNA cleavage fluorescence; Potency, µM (titrated, usually from 65.8 µM), for the others: top-dose activity change, negative = inhibition, actives largely listed as inhibitors; 350,000 compounds, 0.35% hits; AID 2517, 2012;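 further: potency means the concentration at half of the fitted maximal effect; plate controls were vehicle for no effect and reference inhibitor for full effect; nearly all actives have a fitted effect of over 55% in size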
Target sequence (P27695 whole entry, looked up): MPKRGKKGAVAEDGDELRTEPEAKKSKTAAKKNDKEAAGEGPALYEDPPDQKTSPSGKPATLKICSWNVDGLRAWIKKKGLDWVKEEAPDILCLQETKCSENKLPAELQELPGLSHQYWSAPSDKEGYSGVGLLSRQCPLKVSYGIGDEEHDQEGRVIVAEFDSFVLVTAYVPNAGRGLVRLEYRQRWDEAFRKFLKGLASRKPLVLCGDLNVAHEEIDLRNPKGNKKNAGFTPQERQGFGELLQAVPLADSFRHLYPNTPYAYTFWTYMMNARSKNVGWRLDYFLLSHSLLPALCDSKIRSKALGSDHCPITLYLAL
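Incision of a quenched TAMRA/BHQ-2 THF abasic-site duplex (50 nM) by 0.75 nM APE1, after 15 min compound preincubation, measured as fluorescence increase over three 60 s reads. Values normalized to buffer, DMSO and NSC13755 control wells.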
POLH inh = qHTS for Inhibitors of Polymerase Eta; DNA polymerase eta (Homo sapiens), Q9Y253; recombinant Pol eta, fluorescent DNA replication assay; Potency, µM (titrated, usually from 114 µM), without a hit: at the highest dose activity change, negative = inhibition, hits mostly inhibitors; 390,000 compounds, 1.2% hits; AID 588591, 2011; further: potency means the concentration at half of the fitted maximal effect; on the % scale 0 is the no-effect control and ±100 the full control effect
Target sequence (Q9Y253 whole entry, looked up): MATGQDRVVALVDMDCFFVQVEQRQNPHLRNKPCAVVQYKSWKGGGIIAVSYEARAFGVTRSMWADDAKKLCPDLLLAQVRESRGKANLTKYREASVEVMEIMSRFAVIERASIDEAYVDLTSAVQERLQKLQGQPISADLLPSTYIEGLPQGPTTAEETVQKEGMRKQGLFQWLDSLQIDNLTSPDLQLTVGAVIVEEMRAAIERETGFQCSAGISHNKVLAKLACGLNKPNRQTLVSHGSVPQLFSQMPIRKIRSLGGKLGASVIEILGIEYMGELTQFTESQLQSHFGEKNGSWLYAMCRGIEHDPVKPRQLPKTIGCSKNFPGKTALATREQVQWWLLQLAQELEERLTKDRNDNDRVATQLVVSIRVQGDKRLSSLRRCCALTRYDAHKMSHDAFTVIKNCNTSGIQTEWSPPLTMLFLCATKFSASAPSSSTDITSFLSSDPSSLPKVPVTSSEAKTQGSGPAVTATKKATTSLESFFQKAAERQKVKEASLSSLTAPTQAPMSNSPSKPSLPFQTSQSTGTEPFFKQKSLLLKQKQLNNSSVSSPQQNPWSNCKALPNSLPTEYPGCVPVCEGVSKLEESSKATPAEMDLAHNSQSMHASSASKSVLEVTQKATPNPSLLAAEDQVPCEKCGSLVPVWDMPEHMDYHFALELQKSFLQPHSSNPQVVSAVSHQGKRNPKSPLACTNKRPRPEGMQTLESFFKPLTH
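Pol eta (10 nM) was preincubated with compounds for 15 min at room temperature, after which fluorescent replication substrate (50 nM final) was added to start the reaction. Fluorescence was read kinetically at 0 and 10 min.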
Anesthetic bind = qHTS Assay for Identification of Novel General Anesthetics | Ferritin light chain (Equus caballus), P02791 | apoferritin/1-aminoanthracene competitive binding, fluorescence | Potency, µM (highest dose often 77.5 µM), inactives show at the highest dose activity change, negative = displacement, most hits filed as inhibitors | 350,000 compounds, 0.074% hits; further: potency means the concentration at half of the fitted maximal effect; on the % scale 0 is the no-effect control and ±100 the full control effect; nearly all actives have a fitted effect of over 20% in size
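Steps: apoferritin (10 uM) was premixed with half-saturated 1-AMA in PBS, compounds were pin-transferred, plates stood 10 min at room temperature, fluorescence was read at 380/535 nm, and curves were fitted with a Hill equation.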
POLB inh = qHTS Assay for Inhibitors of DNA Polymerase Beta; Pol beta primer extension/strand displacement, fluorescence kinetic; Potency, µM (doses to about 114 µM), for the others: at the top dose activity change, negative = inhibition, most hits filed as inhibitors; 340,000 compounds, 1.3% hits; further: potency means the concentration at half of the fitted maximal effect; on the % scale 0 is the no-effect control and ±100 the full control effect
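Curves were derived by four-parameter Hill fits of normalized qHTS data. The kinetic fluorescent primer-extension read was taken at 0 and 10 min after 50 nM substrate, following a 15 min room-temperature preincubation of 10 nM enzyme with compounds.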
ALOX12 inh = Primary qHTS assay for inhibitors of human arachidonate 12S-lipoxygenase (ALOX12): Round 2. Polyunsaturated fatty acid lipoxygenase ALOX12 (Homo sapiens), P18054. purified 12hLO, xylenol orange hydroperoxide absorbance. Potency, µM (doses to about 108 µM), inactives show top-dose activity change, negative = inhibition, hits mostly inhibitors. 580,000 compounds, 1.1% hits; further: potency means the concentration at half of the fitted maximal effect; on the % scale 0 is the no-effect control and ±100 the full control effect
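Hydroperoxide product was detected by ferrous iron/xylenol orange as the 573 to 405 nm absorbance ratio. Arachidonic acid at 40 uM (final) was turned over for 30 min at room temperature by 150 nM human 12hLO, pH 7.0 Hepes buffer, after 15 min compound preincubation.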
ERG-DNA inh = qHTS for Small Molecule Inhibitors of the ERG Ets/DNA interaction; Transcriptional regulator ERG (Homo sapiens), P11308; fluorescence polarization, His-ERG Ets domain / labelled DNA; Potency, µM (titrated, usually from 76.9 µM), inactives show top-dose FP activity, negative = inhibition, hits mostly inhibitors; 370,000 compounds, 0.028% hits; AID 624246, 2012; active means well fitted inhibition curve with a large enough effect in the polarisation, with a control signal flat; inconclusive means small, poorly fitted or top-dose-only effect, or effect the other way, or a change in a side signal; inactive means no such curve, though single readings can be large or run the other way; the % refers to the polarisation;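 further: polarization taken with two DNA probes labelled with fluorescein and Texas red; potency means the concentration at half of the fitted maximal effect; % of control where 0% means no effect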
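His-tagged ERG Ets domain (1 uM in the protein solution; 300mM KCl, 50mM Tris-HCl, 1mM EDTA, 1mM DTT, pH 7.5) received compound, then a probe mix of 5 nM fluorescein-DNA and 100nM Texas-615-DNA. Fluorescence polarization was read for both dyes.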
LDHA block = qHTS assay for inhibitors of human lactate dehydrogenase. purified LDHA, NADH/diaphorase-resazurin fluorescence; active compounds read low. activity change, % (values are at about 110 or 230 µM). 480,000 compounds, 0.15% hits. AID 1347041, 2019; in the data active means activity change below about -30%; inconclusive means mostly about -25% to -30%;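 further: plate controls were DMSO wells for no effect and wells without enzyme for full effect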
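Enzyme activity of human lactate dehydrogenase 5 (2 nM; 0.06 mM NADH, 0.2 mM pyruvate, 5 min, RT) is measured via a resazurin/diaphorase fluorescence readout of residual NADH.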
Active calls of the source: *; [ ] = another dose, or the depositor's remark. Unless noted, the call rests on the fitted dose curve; in most records, active means well fitted curve in the direction sought with a large enough effect; inconclusive means small, poorly fitted or top-dose-only effect, or another doubt; inactive means no such curve, though single readings can be large; an effect the other way counts as inactive or inconclusive. Not all compounds are listed, so the mix of outcomes need not match the whole.

Screening CN(C(=O)c1cc2nc(-c3ccco3)cc(C(F)(F)F)n2n1)c1ccc(OC(F)(F)Cl)cc1 returned Pol kappa inh -23.1%, RGS4 inhibitor -13.3%, POLH inh -4.8%, Anesthetic bind -11.3%, POLB inh 30.9%, ALOX12 inh -5.1%, ERG-DNA inh -8.7% and LDHA block 0.6.
Screening CC(C)(C)OC(=O)NCCc1nnc(SCc2ccccc2Cl)o1 returned Pol kappa inh -15.4%, RGS4 inhibitor 26.8%, APE1 inh -4.4%, POLH inh -5.1%, Anesthetic bind inconclusive, POLB inh 9.9%, ALOX12 inh 0.0%, ERG-DNA inh -2.6% and LDHA block 4.6.
Screening CCN(CC)CCn1c2c(c(SCC(=O)Nc3ccc4c(c3)OCCO4)nc1=O)CCC2 returned Pol kappa inh -6.2%, RGS4 inhibitor -2.4%, APE1 inh 43.1%, POLH inh -13.5%, ALOX12 inh -9.4%, ERG-DNA inh 9.4% and LDHA block 0.4.
For CCOC(=O)C1CCN(C(=O)COC(=O)c2ccc([N+](=O)[O-])o2)CC1 the results were Pol kappa inh -4.4%, RGS4 inhibitor -23.6%, APE1 inh -37.1%, POLH inh 79.4µM*, ALOX12 inh 155.7%[activator], ERG-DNA inh -12.9% and LDHA block 3.5.
For O=C(CNCc1ccco1)Nc1ccc(Oc2ccccc2)cc1 the results were Pol kappa inh -3.1%, RGS4 inhibitor -11.1%[56.9 µM], APE1 inh -1.6%, POLH inh -15.4%, Anesthetic bind inconclusive, POLB inh -15.3%, ALOX12 inh inconclusive, ERG-DNA inh 12.6% and LDHA block -11.9.
For Cc1ccc(C(C)C)c(OCC(=O)N/N=C/C2CCCCC2)c1 the results were Pol kappa inh 7.4%, RGS4 inhibitor -9.3%, APE1 inh 1.7%, POLH inh -20.5%, Anesthetic bind inconclusive, POLB inh inconclusive, ALOX12 inh 11.5%, ERG-DNA inh 1.0% and LDHA block -1.8.
Screening CCOC(=O)c1cnc2cc(Cl)c(OC)cc2c1NCC1CCCO1 (centres undefined) returned Pol kappa inh -0.9%, RGS4 inhibitor -36.0%, APE1 inh 1.7%, POLH inh inconclusive, Anesthetic bind -10.5%, POLB inh -0.8%, ALOX12 inh -0.5%, ERG-DNA inh -3.5% and LDHA block -3.1.
For CCC[n+]1c(C)sc2c3c(ccc21)CCCC3 the results were Pol kappa inh 2.4%, RGS4 inhibitor inconclusive, APE1 inh 1.0%, POLH inh -1.2%, Anesthetic bind -20.8%, POLB inh -6.3%, ERG-DNA inh 28.5% and LDHA block -1.2.
`O=C(Oc1c(Br)cc(C(=S)N2CCOCC2)cc1Br)c1ccc(Cl)cc1` gave Pol kappa inh -7.0%, RGS4 inhibitor -98.9%, APE1 inh -2.7%, POLH inh 1.8%, Anesthetic bind inconclusive, POLB inh 0.6%, ALOX12 inh inconclusive, ERG-DNA inh 8.3% and LDHA block -9.7.
`COc1cc(C(=O)Nc2cccc(NC(=O)c3cccs3)c2)cc(OC)c1OC` gave Pol kappa inh 0.5%, RGS4 inhibitor 0.9%, APE1 inh 14.4%, POLH inh -6.9%, Anesthetic bind -10.1%, POLB inh inconclusive, ALOX12 inh 16.6%, ERG-DNA inh -10.7% and LDHA block 2.1.
Screening CCOC(=O)NC1(NC(C)C)Oc2ccccc2O1 returned Pol kappa inh 10.7%, RGS4 inhibitor -36.1%[11.4 µM], APE1 inh 22.4µM*, POLH inh -15.1%, Anesthetic bind -3.6%, POLB inh 5.1%, ALOX12 inh 25.1µM*, ERG-DNA inh 11.7% and LDHA block 12.3.
`CCOc1ncccc1C(=O)Nc1ccc2nc(C)sc2c1` gave Pol kappa inh -19.8%, RGS4 inhibitor 1.7%, APE1 inh 20.8%, POLH inh 10.2%, Anesthetic bind -11.2%, POLB inh -1.1%, ALOX12 inh -3.1%, ERG-DNA inh -1.0% and LDHA block -9.2.
Screening O=C(Nc1ccc(Cl)cc1)C(Cl)C(=O)c1ccccc1 (centres undefined) returned Pol kappa inh 7.5%, RGS4 inhibitor inconclusive, APE1 inh 23.1%, POLH inh -13.5%, Anesthetic bind -10.8%, POLB inh 5.1%, ALOX12 inh inconclusive, ERG-DNA inh 6.8% and LDHA block -1.6.
O=C(c1cc([N+](=O)[O-])cc([N+](=O)[O-])c1)N(c1ccccn1)c1ccccn1 was read as Pol kappa inh 12.0%, RGS4 inhibitor 5.1%, APE1 inh 3.6%, POLH inh -1.6%, Anesthetic bind -4.0%, POLB inh 0.3%, ALOX12 inh -20.7%, ERG-DNA inh 2.2% and LDHA block 2.4.
Cc1nc2ccccc2c2c(N)cccc12 was read as Pol kappa inh 8.1%, RGS4 inhibitor -9.0%, POLH inh -21.0%, ALOX12 inh -25.2%, ERG-DNA inh -3.2% and LDHA block -3.2.
For COc1ccc(C2C(C#N)=C(N)N(c3sc4c(c3C#N)CCCC4)C3=C2C(=O)CC(C)(C)C3)cc1 (centres undefined) the results were Pol kappa inh -11.8%, RGS4 inhibitor -3.0%, APE1 inh -1.9%, POLH inh -13.1%, Anesthetic bind inconclusive, POLB inh inconclusive, ERG-DNA inh 4.8% and LDHA block -6.2.
For Fc1ccc(Nc2nc3nonc3nc2Nc2cccc(C(F)(F)F)c2)cc1 the results were Pol kappa inh -3.9%, RGS4 inhibitor 15.3%, POLH inh 3.0%, Anesthetic bind -17.7%, POLB inh 15.6%, ALOX12 inh inconclusive, ERG-DNA inh 1.3% and LDHA block -0.5.
`NS(=O)(=O)c1cccc(NC(=O)CN2CCc3ccccc32)c1` gave Pol kappa inh -8.7%, RGS4 inhibitor 9.4%, APE1 inh -4.8%, POLH inh -20.1%, Anesthetic bind -12.4%, POLB inh -12.6%, ALOX12 inh -17.2%, ERG-DNA inh 0.3% and LDHA block -0.2.
`CCCC(=O)Nc1nnc(SCC(=O)N2CCCCC2)s1` gave Pol kappa inh -2.4%, RGS4 inhibitor -24.0%, APE1 inh -10.1%, POLH inh -25.5%, Anesthetic bind 2.8%, POLB inh 55.7%, ALOX12 inh inconclusive, ERG-DNA inh -0.8% and LDHA block -6.1.
CCCC1C2C(=O)N(c3ccc(OC)cc3)C(=O)C2ON1c1ccccc1 (centres undefined) was read as Pol kappa inh 1.6%, RGS4 inhibitor -14.1%, APE1 inh -4.6%, POLH inh 0.1%, Anesthetic bind -13.7%, POLB inh 0.0%, ALOX12 inh -21.4%, ERG-DNA inh -2.0% and LDHA block 0.2.
`CCCOc1ccc(NC(=O)CC2C(=O)N(c3ccc(C)cc3)C(=O)N2Cc2cccc(OC)c2)cc1` (centres undefined) gave Pol kappa inh -6.2%, RGS4 inhibitor 1.3%, POLH inh -14.1%, Anesthetic bind -11.4%, POLB inh 0.2%, ALOX12 inh inconclusive, ERG-DNA inh -0.5% and LDHA block -1.6.
For CCc1ccccc1NC(=S)Nn1cnnc1 the results were APE1 inh 21.6%, Anesthetic bind -6.4%, POLB inh -16.8% and ALOX12 inh inconclusive.
Screening COc1ccc(C)cc1NC(=O)CCC(=O)Nc1nnc(C(F)(F)F)s1 returned Pol kappa inh -14.5%, RGS4 inhibitor -7.6%, APE1 inh -2.8%, POLH inh -7.7%, Anesthetic bind -10.4%, POLB inh -0.3%, ALOX12 inh 3.5%, ERG-DNA inh -7.5% and LDHA block -9.2.
Screening CNS(=O)(=O)c1cccc(C(=O)NNC(=O)c2ccc(COc3ccccc3)cc2)c1 returned Pol kappa inh -3.0%, RGS4 inhibitor -9.6%, APE1 inh 11.8%, POLH inh -17.3%, Anesthetic bind -11.9%, POLB inh inconclusive, ALOX12 inh 0.0%, ERG-DNA inh 1.1% and LDHA block -6.9.
COc1cccc(-c2ccc3c(N)c(C(=O)c4ccc(Cl)cc4)sc3n2)c1 was read as Pol kappa inh -8.2%, RGS4 inhibitor -5.5%, POLH inh -17.5%, Anesthetic bind -8.3%, POLB inh 6.5%, ALOX12 inh -19.2%, ERG-DNA inh -3.9% and LDHA block 1.3.
CN(C)/C=C/C(=O)c1ccccc1OCc1cnc(Cl)s1 was read as Pol kappa inh -16.7%, RGS4 inhibitor -19.3%[56.9 µM], APE1 inh 0.8%, POLH inh -6.8%, Anesthetic bind -13.9%, POLB inh -1.7%, ALOX12 inh 5.9%, ERG-DNA inh -2.8% and LDHA block 1.0.
For COc1ccc(NC(=O)Cn2c(=O)oc3cc(S(=O)(=O)N4CCCC4)ccc32)cc1 the results were Pol kappa inh 15.0%, RGS4 inhibitor -11.2%, APE1 inh 25.8%, POLH inh -3.7%, Anesthetic bind -22.2%, POLB inh 15.3%, ALOX12 inh 10.1%, ERG-DNA inh -1.1% and LDHA block 1.5.

Screening data (PubChem)
